Screening data (PubChem)
LGR2 antag = blocks bursicon-induced cAMP signaling via Drosophila LGR2. HEK293 LGR2, CRE-luciferase, bursicon-stimulated, 4 h. inhibition, % at 9.99 µM. 380,000 compounds, 0.35% hits. AID 720647;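 active means drop in luminescence signal, shown as inhibition above about 50% in the replicate tests, limit read from the data, passing the limit was not always enough; inconclusive means probably only some replicates passing the limit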;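 further: agonist challenge used bursicon conditioned medium at about half maximal strength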
PAX8 inh HTS = PAX8 transcriptional activity inhibition. RMG-I TPO-luciferase reporter, SteadyGlo, 24 h. AID 652154. 360,000 compounds, 1.2% hits. inhibition, % at 12.6 µM;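 active means mean replicate inhibition at least 60% with every replicate also reaching 60%; inconclusive means only one of the two criteria is met; inactive means mean below 60% and not all replicates reaching 60%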;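 further: luciferase light reporting Pax8 driven TPO promoter activity; plate controls were median of neutral control wells for no effect and mitoxantrone controls for full effect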
ARNT-TACC3 inh = disrupts binding between human ARNT and TACC3. AID 623870. AlphaScreen His-ARNT PAS-B/GST-TACC3 binding, luminescence; TACC3 fragment carries E629A point mutation. 390,000 compounds, 0.66% hits. Q9Y6A5. inhibition, % at 9.99 µM;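 active means mean inhibition of replicates at least 50% and at least half of replicates each reaching 50%; inconclusive means half or more replicates reach 50% but mean below 50%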;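 further: 0% = complete ARNT plus TACC3 wells and 100% = ARNT alone without TACC3; many hits fall short of the cut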
PglD DTNB = PglD (C. jejuni) enzyme inhibition; purified PglD enzyme, DTNB colorimetric CoA detection; inhibition, % at 12.5 µM; 360,000 compounds, 0.098% hits; AID 602405; in the data active means inhibition above about 16%, passing the limit was not always enough; inconclusive means no clear call, values can overlap the other calls; further: strong numbers were not always called active
Cneo AK release = Cryptococcus neoformans lysis via adenylate kinase release | C. neoformans lysis, adenylate kinase release luminescence, 4 h; normalised: neutral wells 0, clomiphene wells 100 | lysis activity, % at 15 µM | 360,000 compounds, 0.2% hits;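 active means mean lysis activity across replicates of at least 80%, whatever share of replicates individually reach that level; inactive means mean lysis activity below 80%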
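Material: C. neoformans cells; Schedule: 4 h static compound exposure, 37 °C, read 1 h post-reagent; Measured by: adenylate kinase release luminescence; Read-out: signal increase indicating cell lysis; Controls: Clomiphene as positive lysis control.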
C2C12 statin = suppression of simvastatin myotoxicity; rescue of ATP level, % at 7.49 µM; 330,000 compounds, 0.78% hits; C2C12 myotubes + simvastatin, ATP luminescence, 48 h; scaled: DMSO 0, geranylgeraniol control 100; AID 602340;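 active means mean ATP rescue above about 67%, or every replicate alone reaching that limit, limit read from the data, passing the limit was not always enough; inconclusive means no clear call, values can overlap the other calls; inactive means mean under the limit and some replicate under it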;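 further: myotubes were challenged with 10 µM simvastatin during compound exposure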
PGC1a acetyl inh = lowers PGC1a acetylation signal in U2OS cells. AlphaScreen anti-acetyl-lysine; with virally co-expressed GCN5 acetyltransferase. 350,000 compounds, 0.17% hits. inhibition, % at 15.6 µM;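 active means every replicate shows inhibition of at least 40%; inconclusive means mean inhibition at least 40% but some replicate below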;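 further: 0% = neutral control wells and 100% = positive control wells; some results beyond the cut were filed as inactive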
INS-1E GSIS act = GLuc luminescence reporter in INS-1E cells, primary screen for activators of glucose-dependent secretion of insulin | INS-1E GLuc reporter insulin secretion, 2-3 h | activation, % at 16.6 µM | 370,000 compounds, 0.61% hits | AID 743287;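 active means lowest replicate activation of at least 40%, so every replicate reaches that level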;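 further: 0% = median of neutral control wells and 100% = median of IBMX positive control wells; some compounds called inactive have numbers as strong as hits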
The depositor's hits bear a star; ? = inconclusive; . = not tested or not shown; & = joins results of further samples. Random draw from the library, and some 2.9% of all compounds hit somewhere here.

Start of the listing, in advance (nine entries):
SMILES	LGR2 antag	PAX8 inh HTS	ARNT-TACC3 inh	PglD DTNB	Cneo AK release	C2C12 statin	PGC1a acetyl inh	INS-1E GSIS act
O=C(C[C@@H]1CC[C@H]2[C@@H](COC[C@@H](O)CN2Cc2cccc(-c3ccncc3)c2)O1)N1CCCCC1	-0.5	-4.7	16.9	8.2	56.7	-9.6	-5.9	4.3
COCC(=O)N1C[C@@H](C)[C@@H](OC)CN(C)C(=O)c2ccc(NS(C)(=O)=O)cc2OC[C@@H]1C	1.7	-12.0	-1.3	3.9	-1.6	7.0	13.8	3.2
COc1ccc(-c2cc(C(=O)N(C)CC(=O)Nc3cccc(F)c3)c3ccccc3n2)cc1	-2.1	-5.3	-0.1	10.1	-0.2	-13.5	-1.7	-52.7
COCCNC(=O)C1Cc2c(-c3cccc(NC(C)=O)c3)ccnc2O1 (stereo not given)	16.9	19.5	.	-2.3	-1.7	-9.4	-11.8	-5.5
C[C@@H]1CCCCO[C@@H](CN(C)CC2CCCCC2)[C@H](C)CN([C@@H](C)CO)C(=O)c2cc(NC(=O)c3ccncc3)ccc2O1	4.7	2.6	-5.4	-1.3	4.0	.	1.8	0.1
O=C(C[C@@H]1CC[C@@H]2[C@H](COC[C@H](O)CN2C(=O)c2ccc3c(c2)OCO3)O1)NCCN1CCCCC1	3.1	-7.7	-5.8	-0.9	-1.6	-10.3	-0.3	8.1
CCCNC(=O)[C@@H]1[C@@H](CO)[C@@H]2Cn3c(ccc(C4=CCCCC4)c3=O)[C@@H]2N1Cc1ccccc1F	2.9	22.6	4.6	-0.2	-2.9	4.7	-1.4	-6.9
Cc1ccc(-n2nc3c(=O)n(CCCC(=O)N4CCCCC4)nc(C)c3c2C)cc1	3.4	30.8	-1.9	-4.4	-1.0	-0.8	-3.9	2.5
CN1CCN(c2nc3ccccn3c(=O)c2C=C(C#N)C#N)CC1	9.2	11.3	-0.4	-6.5	-0.4	-11.3	5.5	22.6

The list itself (from the top)
SMILES	LGR2 antag	PAX8 inh HTS	ARNT-TACC3 inh	PglD DTNB	Cneo AK release	C2C12 statin	PGC1a acetyl inh	INS-1E GSIS act
O=C(C[C@@H]1CC[C@H]2[C@@H](COC[C@@H](O)CN2Cc2cccc(-c3ccncc3)c2)O1)N1CCCCC1	-0.5	-4.7	16.9	8.2	56.7	-9.6	-5.9	4.3
COCC(=O)N1C[C@@H](C)[C@@H](OC)CN(C)C(=O)c2ccc(NS(C)(=O)=O)cc2OC[C@@H]1C	1.7	-12.0	-1.3	3.9	-1.6	7.0	13.8	3.2
COc1ccc(-c2cc(C(=O)N(C)CC(=O)Nc3cccc(F)c3)c3ccccc3n2)cc1	-2.1	-5.3	-0.1	10.1	-0.2	-13.5	-1.7	-52.7
COCCNC(=O)C1Cc2c(-c3cccc(NC(C)=O)c3)ccnc2O1 (stereo not given)	16.9	19.5	.	-2.3	-1.7	-9.4	-11.8	-5.5
C[C@@H]1CCCCO[C@@H](CN(C)CC2CCCCC2)[C@H](C)CN([C@@H](C)CO)C(=O)c2cc(NC(=O)c3ccncc3)ccc2O1	4.7	2.6	-5.4	-1.3	4.0	.	1.8	0.1
O=C(C[C@@H]1CC[C@@H]2[C@H](COC[C@H](O)CN2C(=O)c2ccc3c(c2)OCO3)O1)NCCN1CCCCC1	3.1	-7.7	-5.8	-0.9	-1.6	-10.3	-0.3	8.1
CCCNC(=O)[C@@H]1[C@@H](CO)[C@@H]2Cn3c(ccc(C4=CCCCC4)c3=O)[C@@H]2N1Cc1ccccc1F	2.9	22.6	4.6	-0.2	-2.9	4.7	-1.4	-6.9
Cc1ccc(-n2nc3c(=O)n(CCCC(=O)N4CCCCC4)nc(C)c3c2C)cc1	3.4	30.8	-1.9	-4.4	-1.0	-0.8	-3.9	2.5
CN1CCN(c2nc3ccccn3c(=O)c2C=C(C#N)C#N)CC1	9.2	11.3	-0.4	-6.5	-0.4	-11.3	5.5	22.6
CCC(=O)Nc1ccc2c(c1)nc(CCN1CCCCC1)n2C	4.7	11.3	1.1	-7.4	0.4	30.9	.	-1.3
COc1ccc(Cc2nnc(SCC(=O)Nc3ccc(C)c(C)c3)o2)cc1OC	-13.4	1.7	-1.6	.	.	0.8	.	71.9*
CCc1nnc(NC(=O)CSc2nnc(-c3ccccc3O)o2)s1	-20.3	-94.6	44.4	3.1	-4.0	0.7	18.7	18.8
O=C(NCc1ccco1)c1nc2ncccn2n1	7.1	.	.	2.1	2.4	-6.1	0.5	-6.2
CC(C)(C)c1ccc(-c2cc(C(=O)NNC(=O)Nc3ccccc3)c3ccccc3n2)cc1	.	-30.1	30.2	0.7	-19.8	14.5	-2.9	.
C[C@@H]1CN([C@H](C)CO)C(=O)c2cc(NS(C)(=O)=O)ccc2O[C@H]1CN(C)Cc1ccc2c(c1)OCO2	21.5	-11.4	-1.5	6.3	2.1	3.8	-4.4	9.6
CC(C)(CNC(=O)Cc1ccc(Br)cc1)N1CCOCC1	-16.0	-2.8	0.5	-1.5	-0.2	-1.5	.	13.1
CN(C)C(=O)C[C@@H]1C[C@H]2c3cc(NC(=O)Nc4ccc(F)cc4)ccc3O[C@H]2[C@H](CO)O1	15.0	2.0	7.6	0.1	5.8	1.9	-5.9	1.3
COc1ccc(NC(=O)c2ccccc2)cc1	-39.8	-126.6	-4.5	1.7	-0.3	-1.2	-2.1	0.8
CC(C)(C)C(=O)COC(=O)c1ccc(N)c([N+](=O)[O-])c1	-7.7	-2.2	-0.3	.	.	5.2	8.8	-5.0
COc1ccccc1N1CCN(C(=O)c2cc3c(=O)n(C)c4ccccc4c3n2C)CC1	8.8	8.9	4.7	-3.9	0.7	-7.3	6.6	-2.6
COc1ccc(NC(=O)N(C)C[C@@H]2OCCCC[C@@H](C)Oc3ccc(NC(=O)Cc4ccccc4)cc3C(=O)N([C@H](C)CO)C[C@@H]2C)cc1	3.3	.	-4.2	0.8	2.2	.	?	-11.1
O=C(O)c1ccc(/C=N/Nc2cccc(C(F)(F)F)c2)cc1	-42.0	-19.3	1.6	-3.8	0.9	-7.3	-4.5	-19.0
O=C(CC(=O)Nc1ccccc1C(F)(F)F)Nc1ccccc1C(F)(F)F	2.9	-7.6	-9.5	4.9	-1.3	0.7	15.9	-1.0
Cc1ccc(-n2nc3c(c2NC(=O)c2c(F)cccc2Cl)CS(=O)(=O)C3)cc1C	-7.3	-6.9	-2.4	0.5	2.3	7.4	.	16.0
CC(C)C(NC(=O)c1cccs1)C(=O)NC1=NCCS1 (stereo not given)	.	.	-1.1	-6.7	-3.2	30.6	-6.1	.
C[C@@H](O)C#Cc1ccc2c(c1)O[C@@H](CN(C)Cc1cncnc1)[C@@H](C)CN([C@@H](C)CO)S2(=O)=O	-6.2	-10.0	7.7	-4.1	-3.8	5.2	7.5	-14.0
CCN(CC)N=Nc1ccc(C(=O)O)cc1	-3.4	-13.4	-3.1	.	.	.	.	3.2
O=C(O)C1=C[C@@H](c2ccc3c(c2)OCO3)C[C@@H](OCCCCO)O1	1.9	-8.3&7.5	4.4	4.2	0.9&-4.0	0.2	-4.0&12.3	5.5
CC[N+](C)(C)CC/C=C1/c2ccccc2Sc2ccc(Cl)cc21	-7.4	4.0	.	2.4	0.3	.	-1.8	3.3
COc1ccc(-c2ccc(CN3C(C(C)C)C(=O)N(Cc4cn(Cc5ccco5)nn4)CCS3(=O)=O)cc2)cn1 (stereo not given)	7.6	14.4	.	1.6	1.2	22.3	-13.1	.
Cc1ccc(S(=O)(=O)N(C)C)cc1NC(=S)Nc1cccc2ccccc12	-9.0	21.4	.	-1.9	0.0	-11.6	.	3.1
O=C(c1cc2ccccc2o1)N1CCN(S(=O)(=O)c2ccccc2)CC1	-14.6	-1.6	-0.4	3.4	4.0	4.7	-1.5	-3.3
C[C@@H]1CN([C@H](C)CO)C(=O)c2cccc(NC(=O)Nc3ccccc3)c2O[C@@H]1CN(C)Cc1ccc(Cl)c(Cl)c1	9.8	31.9	.	3.2	101.1*	-14.8	24.2	-26.8
CCCCCn1c(CN2CCN(CCO)CC2)nc2c1c(=O)n(C)c(=O)n2C	11.6	5.1	-8.4	7.5	-2.9	-8.1	.	.
O=C(CN(c1ccc(Cl)c(C(F)(F)F)c1)S(=O)(=O)c1ccccc1)N/N=C/c1cccc2c1OCCO2	10.2	.	4.9	.	.	.	-13.5	-23.1
CCN(C(C)=O)c1nc(CCl)cs1	3.3	-11.6	-2.4	5.6	-0.1	.	-5.6	-4.4
COc1cc(/C=C2/SC(=S)N(CC(=O)NC(C)(C)C)C2=O)cc(OC)c1OC	-5.8	0.1	-2.7	3.3	0.8	-33.1	-4.2	-7.7
Cc1cc(C(=O)NNC(=S)NCc2ccccc2)cs1	-1.6	7.9	-22.1	3.6	-8.4	.	-7.4	17.8
C[C@H]1CN([C@@H](C)CO)C(=O)c2cc(NC(=O)Cn3cnnn3)ccc2O[C@H]1CN(C)CC1CCCCC1	-3.9	.	-0.1	-2.2	52.1	-15.0	1.1	-1.1
Cc1cc(C)c2cc(C(=O)N3CCC(C(=O)c4ccc(F)cc4)CC3)[nH]c2c1	.	26.6	1.0	3.3	-1.9	16.1	1.7	.
CC(=O)c1cccc(NC(=O)CN(C)Cc2ccc(OC(F)F)cc2)c1	5.5	-5.0	-4.2	1.1	1.9	-0.6	35.7	14.0
COc1cccc(-c2nn3c(-c4ccccn4)nnc3s2)c1	.	.	23.5	-4.1	6.6	-4.6	.	.
CN(Cc1ccccc1)CC(O)COc1ccc(CNCCOc2cccnc2)cc1 (stereo not given)	20.4	21.5	2.2	.	.	.	.	6.9
Cc1ccc(C(c2nnnn2CCC(C)C)N2CCN(C)CC2)cc1 (stereo not given)	.	.	-2.7	-0.2	-1.2	-8.6	6.6	.
C[C@@H]1CN([C@@H](C)CO)C(=O)c2cc(C#Cc3ccccn3)cnc2O[C@@H]1CN(C)Cc1ccncc1	6.4	.	-2.2	0.8	-1.8	-14.1	3.4	-3.8
CCOc1ccc(CNC(=O)c2cc3oc4ccccc4c3n2C)cc1	.	-2.3	-8.0	4.7	-2.1	15.4	-16.3	.
CNC[C@H]1Oc2ccc(NS(=O)(=O)c3cccs3)cc2C(=O)N([C@@H](C)CO)C[C@@H]1C	29.9	.	0.8	0.7	-13.9	-22.7	-6.6	5.2
CN(C)NC(=O)c1csnc1-c1c(Cl)cccc1Cl	-3.0	7.3	-2.6	.	.	.	6.2	5.2
COc1ccc(-c2cc(C)no2)cc1S(=O)(=O)N1CCCN(Cc2ccc(F)cc2)C1	6.0	22.6	.	-4.7	-12.5	-6.2	2.9	-5.2
Cc1ccc(S(=O)(=O)c2cc3c(=O)n4ccccc4nc3n(CCCN3CCOCC3)c2=N)cc1C	-9.8	-6.9	.	1.5	-4.0	-1.0	5.3	-11.1
COc1ccccc1CCNC(=O)C(=O)NCC1OCCN1S(=O)(=O)c1ccc(OC)c(OC)c1 (stereo not given)	-4.7	10.8	2.7	-2.1	3.8	-2.6	-23.9	0.3
O=C(c1ccc(F)cc1)N1CC(=O)N2[C@H](CO)[C@H](c3ccc(C#Cc4ccc(F)cc4)cc3)[C@H]2C1	7.2	33.3	.	.	.	.	-6.5	1.6
Cc1ccc(Cn2cnc3c(cnn3C(C)(C)C)c2=O)cc1	2.8	14.1	-5.1	.	.	3.1	.	17.0
CCc1ccc(C2C(C#N)=C(N)N(N(C)C)C3=C2C(=O)CCC3)cc1 (stereo not given)	6.8	11.6	0.6	0.0	-0.8	18.4	-1.2	22.3
